All columns: NCI-60 one-dose screen, growth in % after 48 h at 10 µM unless noted; 100 = growth as untreated, 0 = no growth, -100 = all killed.
SF-539: SF-539 CNS cancer; 6.8% of 81,000 active; AID 1794752
SF-268: SF-268 CNS cancer cells | 3.1% of 82,000 active | AID 1794759
U251: U251 CNS tumor cells | 5.4% of 80,000 active | AID 1794753
SNB-19: SNB-19 CNS cancer cells. 2.5% of 81,000 active
A498: A498 renal cancer cells | 5.4% of 76,000 active | AID 1794774
SNB-75: SNB-75 CNS cancer | 5% of 79,000 active
NCI-H23: NCI-H23 lung cancer | AID 1794731 | 4% of 80,000 active
SF-295: SF-295 CNS cancer cells. 5.6% of 79,000 active
CAKI-1: CAKI-1 renal cancer; 4.7% of 75,000 active
* hit, by the source's call; . = no result given; & = joins results of further samples; [ ] = remark or other dose. The calls were made as follows: active = growth percent below 10; inactive = the rest.

Short forms: A = SF-539; B = SF-268; C = U251; D = SNB-19; E = A498; F = SNB-75; G = NCI-H23; H = SF-295; I = CAKI-1
SMILES: C=CCn1c(=S)[nH]c2c(Cl)cc(Cl)cc2c1=O
  A: 104 | B: 100 | C: 91 | D: 99 | E: 110 | F: 94 | G: 88 | H: 104 | I: 104

SMILES: Clc1cc(Cl)c(OCCBr)cc1Cl
  A: 90 | B: 107 | C: 108 | D: 102 | E: 84 | F: 78 | G: 109 | H: 103 | I: 102

SMILES: CC1=CC2(C)C(C3C(C)=CC2(C)C(=O)C3(C)O)C(C)(O)C1=O (stereo not given)
  A: 127 | B: 99 | C: 112 | D: 107 | E: . | F: 98 | G: 108 | H: 79 | I: 87

SMILES: CC(=O)CC(=O)Nc1nc2ccccc2s1
  A: 92 | B: 104 | C: 83 | D: 98 | E: 81 | F: 90 | G: 84 | H: 81 | I: 88

SMILES: CCN1C(=O)N(CC)C2C1NN=C1SC(c3ccccc3)=CC(=O)N12 (stereo not given)
  A: -8.4* | B: 62 | C: 15 | D: 32 | E: -7.2* | F: 14 | G: 33 | H: 11 | I: 38

SMILES: CC1OCC2OC(O)C(O)C(O)C2O1 (stereo not given)
  A: 108 | B: 103 | C: 114 | D: 106 | E: 99 | F: 104 | G: 105 | H: . | I: 95

SMILES: O=C(CCCCl)NNc1nccc(Nc2ccc(S(=O)(=O)Nc3ccncc3)cc2)n1
  A: 102 | B: 96 | C: 103 | D: 106 | E: 110 | F: 93 | G: 99 | H: 97 | I: 94

SMILES: Nc1c(C(=O)Nc2ccccc2)sc2nc3c(cc12)CCC3
  A: 80 | B: 94 | C: 71 | D: 85 | E: 81 | F: 66 | G: 88 | H: 106 | I: 82

SMILES: CC1C(c2ccccc2)OCCN1C(N)=S (stereo not given)
  A: 96 | B: 104 | C: . | D: 106 | E: 118 | F: 75 | G: 102 | H: 81 | I: 94

SMILES: N#C/C(=C\c1ccc(F)cc1)c1nc(N)nc(Nc2ccc(S(N)(=O)=O)cc2)n1
  A: 97 | B: 95 | C: 98 | D: 94 | E: 95 | F: 90 | G: 93 | H: 102 | I: 90

SMILES: C=C1CC[C@H]2[C@@](C)(CCC3OC(c4ccc(OCc5cn(CC6OC(OC)C(OCc7ccccc7)C(OCc7ccccc7)C6OCc6ccccc6)nn5)cc4)OC[C@]32C)[C@@H]1/C=C/C1=CCOC1=O (stereo not given in full)
  A: 88 | B: 102 | C: 101 | D: 99 | E: . | F: 86 | G: . | H: 107 | I: 89

SMILES: CC(C)Cc1ccc(-c2ccc(=O)n(-c3ccc(S(N)(=O)=O)cc3)n2)cc1
  A: 77 | B: 109 | C: . | D: 96 | E: 102 | F: 84 | G: 101 | H: 99 | I: 92

SMILES: C=CCOc1ccccc1/C=N/N=C1\SCC(=O)N1c1c(C)n(C)n(-c2ccccc2)c1=O
  A: 93 | B: 99 | C: 103 | D: 94 | E: 111 | F: 96 | G: 108 | H: 102 | I: 95

SMILES: COc1cccc(-c2ccc(/C=N/NC(=O)c3[nH]c4ccc(Br)cc4c3-c3ccccc3)s2)c1
  A: -84* | B: -9.9* | C: -23* | D: 12 | E: 63 | F: 37 | G: -42* | H: -46* | I: 9.8*

SMILES: CN(C)c1ccc(/C=N\Nc2cc(=O)[nH]c3ccc(Cl)cc23)cc1
  A: 101 | B: 99 | C: 100 | D: 97 | E: 123 | F: 78 | G: 83 | H: 98 | I: 91

SMILES: CC1(O)CC(C)(C)C(C#N)C(=O)N1 (stereo not given)
  A: 99 | B: 106 | C: 108 | D: 107 | E: 117 | F: 107 | G: 96 | H: 103 | I: 102

SMILES: CCOc1ccc2nc(NC(=O)CC(C)=O)sc2c1
  A: 97 | B: 103 | C: 94 | D: 94 | E: 97 | F: 103 | G: 99 | H: 99 | I: 93

SMILES: CCC(CCCN(CC)CCc1ccccc1)OC(=O)c1cc(OC)c(OC)c(OC)c1 (stereo not given)
  A: 93 | B: 83 | C: 91 | D: 92 | E: 60 | F: 65 | G: 82 | H: 90 | I: 90

SMILES: CC(=O)CC(C)(C)NNC(N)=S
  A: 94 | B: 97 | C: 108 | D: 97 | E: 109 | F: 78 | G: 103 | H: 121 | I: 100

SMILES: Cn1cc(-c2noc(-c3cn(C)c4ncccc34)n2)c2cc(Cl)ccc21
  A: 57 | B: 83 | C: 96 | D: 100 | E: 83 | F: 101 | G: 92 | H: 99 | I: 87

SMILES: O=C(CN1CCN(c2cc(=O)n(-c3ccccc3)c3ccccc23)CC1)Nc1ccc(Cl)cc1
  A: 94 | B: 94 | C: 100 | D: 87 | E: 72 | F: 89 | G: 76 | H: 91 | I: 84

SMILES: S=C1SCC(COc2ccc(Cl)cc2)S1 (stereo not given)
  A: 120 | B: 115 | C: 97 | D: 99 | E: 99 | F: 115 | G: 95 | H: 96 | I: 94

SMILES: CC(C)C1(c2ccsc2)NC(=O)NC1=O (stereo not given)
  A: 100 | B: 110 | C: 100 | D: 105 | E: 100 | F: 91 | G: 104 | H: 142 | I: 95

SMILES: N#CCCOCCOC(=O)Nc1cccc(Cl)c1
  A: 92 | B: 106 | C: 97 | D: 118 | E: 108 | F: 93 | G: 103 | H: . | I: .

SMILES: O=c1c2ccccc2nnn1-c1ccccc1
  A: 121 | B: 106 | C: 95 | D: 105 | E: 87 | F: 87 | G: 108 | H: 105 | I: 101

Some of the entries so far, with two lines to a compound:
Values run as follows: SF-539	SF-268	U251	SNB-19	A498	SNB-75	NCI-H23	SF-295	CAKI-1
S=C1SCC(COc2ccc(Cl)cc2)S1 (stereo not given)
→ 120	115	97	99	99	115	95	96	94
CC(C)C1(c2ccsc2)NC(=O)NC1=O (stereo not given)
→ 100	110	100	105	100	91	104	142	95

Next part:
Short forms: A = SF-539; B = SF-268; C = U251; D = SNB-19; E = A498; F = SNB-75; G = NCI-H23; H = SF-295; I = CAKI-1
SMILES: CCOC(=O)c1cn2c3c(c(C)cc(C)c3c1=O)C(=O)CC2
  A: 117 | B: 103 | C: 92 | D: 92 | E: 127 | F: . | G: 100 | H: 107 | I: 97

SMILES: OC(c1ccccc1)(c1ccccc1)c1ccc2ccccc2c1
  A: 98 | B: 103 | C: 93 | D: 101 | E: 107 | F: 82 | G: 94 | H: 81 | I: 67

SMILES: N#Cc1nnn2c1nc(N)c1c(Cl)cccc12
  A: 102 | B: 108 | C: . | D: 94 | E: 99 | F: 84 | G: 96 | H: 98 | I: 98

SMILES: C#CCn1c2c(c3ccccc31)C[C@]1(C)[C@H]3C(=O)C=C4[C@@H]5C[C@@](C)(C(=O)OC)CC[C@]5(C)CC[C@@]4(C)[C@]3(C)CC[C@H]1C2(C)C
  A: 95 | B: 97 | C: 92 | D: 92 | E: 108 | F: 101 | G: 97 | H: 101 | I: 87

SMILES: CN1C(C)(C)CCCC1(C)C
  A: 119 | B: 110 | C: 102 | D: 99 | E: . | F: 97 | G: 105 | H: 101 | I: 91

SMILES: FC(F)(F)c1ccccc1I
  A: 114 | B: 102 | C: 110 | D: 106 | E: . | F: 113 | G: 105 | H: 103 | I: 109

SMILES: CSC(=Nc1cccc(C)c1)NC#N
  A: 109 | B: 108 | C: 98 | D: 102 | E: 114 | F: 98 | G: 97 | H: 84 | I: 89

SMILES: CNS(=O)(=O)c1c(N)ncn1C
  A: 100 | B: 96 | C: 103 | D: 98 | E: 119 | F: 93 | G: 98 | H: 100 | I: .

SMILES: CC1=C2[C@@H](CC1)[C@]1(C)O[C@@](C3CCNCC3)(C[C@H]1OC(=O)CO)[C@H]2OC(=O)/C=C/c1ccccc1
  A: 91 | B: 88 | C: 44 | D: 91 | E: 9.5* | F: 69 | G: 85 | H: 91 | I: 49

SMILES: O=C(CCNC(=O)OCc1ccccc1)NC(CSCc1ccccc1)C(=O)O (stereo not given)
  A: 102 | B: 107 | C: . | D: 108 | E: 126 | F: 80 | G: 95 | H: 95 | I: 90

SMILES: C#CCOc1ccc2ncnc(N3CCC(NC(=O)CCl)CC3)c2c1
  A: 75[8.25 µM] | B: 49[8.25 µM] | C: 66[8.25 µM] | D: 78[8.25 µM] | E: 30[8.25 µM] | F: 24[8.25 µM] | G: 72[8.25 µM] | H: 109[8.25 µM] | I: 71[8.25 µM]

SMILES: CSC(=S)N/N=C(\C)c1ccccn1
  A: 1.8* | B: 17 | C: 14 | D: 25 | E: -4.0* | F: 35 | G: 34 | H: . | I: -9.7*

SMILES: COC1(CC[C@@H](C)COC2OC(CO)C(O)C(O)C2O)O[C@H]2C[C@H]3[C@@H]4CC=C5C[C@@H](OC6OC(CO)C(OC7OC(C)C(O)C(O)C7O)C(O)C6OC6OC(C)C(O)C(O)C6O)CC[C@]5(C)[C@H]4CC[C@]3(C)[C@H]2[C@@H]1C (stereo not given in full)
  A: -99* | B: -91* | C: -98* | D: -64* | E: . | F: -71* | G: -63* | H: -82* | I: -77*

SMILES: O=C1C(=Nc2cccc(Cl)c2)CC(c2ccc(Cl)cc2)N1c1ccc(Cl)cc1 (stereo not given)
  A: 102 | B: 94 | C: 87 | D: 109 | E: 91 | F: 106 | G: 85 | H: 105 | I: 67

SMILES: Cc1cccc(NC(=O)c2c(N)c3cc4c(nc3n2C)CCCC4)c1C
  A: 85 | B: 89 | C: 79 | D: 82 | E: 77 | F: 65 | G: 85 | H: 71 | I: .

SMILES: O=C(O)CSc1ccc(NC(=O)Nc2ccccc2F)cc1
  A: 107 | B: 103 | C: 104 | D: 99 | E: 134 | F: 85 | G: 103 | H: 109 | I: 107

SMILES: COCC(C)OC(=O)COc1ccccc1 (stereo not given)
  A: 99 | B: 110 | C: 98 | D: 102 | E: 100 | F: 106 | G: 111 | H: 100 | I: 107

SMILES: Nc1c(C(=O)N/N=C\c2ccc(OC(F)F)c(Oc3ccccc3)c2)cnn1CC(O)c1ccccc1 (stereo not given)
  A: 58 | B: 65 | C: 67 | D: 75 | E: . | F: 51 | G: 73 | H: 61 | I: 57

SMILES: Cc1cc(-c2cc(OC(=O)c3ccccc3)ccc2Cl)cc2nnc(Nc3ccc(OCCN4CCCC4)cc3)nc12
  A: 87 | B: 93 | C: 85 | D: 92 | E: 94 | F: 33 | G: 79 | H: 93 | I: 86

SMILES: CC(=O)/C=C(\C)NCCN/C(C)=C/C(C)=O
  A: 94 | B: 110 | C: 111 | D: 115 | E: 113 | F: 97 | G: 100 | H: 109 | I: 96

SMILES: O=C(O)C1CCN(S(=O)(=O)c2ccc(-c3ccccc3)cc2)CC1
  A: 109 | B: 108 | C: 104 | D: 103 | E: 104 | F: 102 | G: 98 | H: 192 | I: 104

SMILES: CC(C)CCCC(C)N (stereo not given)
  A: 107&106 | B: 109&109 | C: 101&97 | D: 104&105 | E: 95 | F: 97&76 | G: 114&99 | H: 111 | I: 111

SMILES: COc1c2c(cc3c1C(C)=NC(C)C3)OCO2 (stereo not given)
  A: 103 | B: 105 | C: 98 | D: 100 | E: 106 | F: 96 | G: 105 | H: 102 | I: 99

SMILES: N#Cc1cnc2cc(OC[C@H](O)CO)c(NC(=O)CC3CSSC3)cc2c1Nc1ccc(OCc2cccc(F)c2)c(Cl)c1
  A: -86* | B: -56* | C: -69* | D: -65* | E: -72* | F: -92* | G: -73* | H: -82* | I: 70

SMILES: CS(=O)(=O)c1ccc(C(=O)N/N=C/c2ccccc2)cc1
  A: 106 | B: 99 | C: 80 | D: 98 | E: 95 | F: 104 | G: 95 | H: 100 | I: 104

Look-ups from the results shown.
Cc1cc(-c2cc(OC(=O)c3ccccc3)ccc2Cl)cc2nnc(Nc3ccc(OCCN4CCCC4)cc3)nc12 @ SF-268 = 93
CCOC(=O)c1cn2c3c(c(C)cc(C)c3c1=O)C(=O)CC2 @ SF-268 = 103
FC(F)(F)c1ccccc1I @ SF-268 = 102
CS(=O)(=O)c1ccc(C(=O)N/N=C/c2ccccc2)cc1 @ SF-268 = 99
CC1=C2[C@@H](CC1)[C@]1(C)O[C@@](C3CCNCC3)(C[C@H]1OC(=O)CO)[C@H]2OC(=O)/C=C/c1ccccc1 @ A498 = 9.5*
Cc1cccc(NC(=O)c2c(N)c3cc4c(nc3n2C)CCCC4)c1C @ SF-295 = 71

Later entries
Short forms: A = SF-539; B = SF-268; C = U251; D = SNB-19; E = A498; F = SNB-75; G = NCI-H23; H = SF-295; I = CAKI-1
SMILES: NS(=O)(=O)c1cccc(NCCC(=O)c2ccccc2)c1
  A: 97 | B: 104 | C: 101 | D: 98 | E: 107 | F: 88 | G: 102 | H: 108 | I: 98

SMILES: Clc1ccccc1C=Nc1n[nH]c(Nc2ccccc2)c1-c1nc2ccccc2s1
  A: 93 | B: 88 | C: 106 | D: 104 | E: 84 | F: 99 | G: 101 | H: 108 | I: 76

SMILES: COc1cc(CC(=O)O)ccc1OC(C)=O
  A: 102 | B: 100 | C: 101 | D: 108 | E: . | F: 84 | G: 95 | H: 95 | I: 94

SMILES: NC(=S)c1ccc(Br)cc1
  A: 97 | B: 108 | C: . | D: 102 | E: . | F: 61 | G: 105 | H: 95 | I: 87

SMILES: Fc1ccc2c(c1)nc(-c1nc(-c3cnccn3)n[nH]1)c1cccn12
  A: 94 | B: 102 | C: 102 | D: 96 | E: . | F: 96 | G: 96 | H: 112 | I: 86

SMILES: COc1ccc(C(=O)CC(C(=O)O)c2ccc3c(c2)OCO3)cc1OC (stereo not given)
  A: 97 | B: . | C: 108 | D: 99 | E: 102 | F: 89 | G: 107 | H: 115 | I: 128

SMILES: O=C(/C=C/c1cccc(Cl)c1Cl)Nc1ncc(Cc2ccccc2Cl)s1
  A: 11 | B: 82 | C: 51 | D: 47 | E: 40 | F: 36 | G: 79 | H: 21 | I: 48

SMILES: Cc1occc1-c1nc2s/c(=C\c3cn(-c4ccccc4)nc3-c3ccccc3)c(=O)n2n1
  A: 91 | B: 101 | C: 97 | D: 97 | E: 93 | F: 84 | G: 89 | H: 101 | I: 89

SMILES: Nc1ccn(CCOc2nc(Oc3ccccc3C(=O)O)cc(-c3ccco3)n2)c(=O)n1
  A: 97 | B: 97 | C: 105 | D: 101 | E: 103 | F: 89 | G: 88 | H: 97 | I: 94

SMILES: CC(C)N(CCOC(=O)c1cc(I)cc(-c2ccccc2)c1O)C(C)C
  A: 94 | B: 103 | C: 101 | D: 111 | E: 83 | F: 93 | G: 96 | H: 87 | I: 95
